AMPAR-TARP mod: GluA2-stargazin AMPA receptor complex modulation; O88602+P19491; HEK293 GluA2+stargazin, membrane potential dye (FDSS), glutamate EC50; hits were called plate by plate, in both directions; calls only at 30 µM; 40,000 compounds, 3.5% hits;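 active = any of four per-well response measures lying three or more SD from its plate-wide compound average, in either direction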
Target sequence (O88602 whole entry, looked up): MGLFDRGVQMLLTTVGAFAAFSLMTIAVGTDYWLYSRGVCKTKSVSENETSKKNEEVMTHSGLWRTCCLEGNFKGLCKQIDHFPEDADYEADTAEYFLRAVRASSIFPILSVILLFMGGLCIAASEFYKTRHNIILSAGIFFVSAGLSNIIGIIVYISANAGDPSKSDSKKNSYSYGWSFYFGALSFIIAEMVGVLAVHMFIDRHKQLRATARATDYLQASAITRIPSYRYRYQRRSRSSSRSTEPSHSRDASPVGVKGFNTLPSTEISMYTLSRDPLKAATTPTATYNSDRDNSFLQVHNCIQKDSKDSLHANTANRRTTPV
Target sequence (P19491 whole entry, looked up): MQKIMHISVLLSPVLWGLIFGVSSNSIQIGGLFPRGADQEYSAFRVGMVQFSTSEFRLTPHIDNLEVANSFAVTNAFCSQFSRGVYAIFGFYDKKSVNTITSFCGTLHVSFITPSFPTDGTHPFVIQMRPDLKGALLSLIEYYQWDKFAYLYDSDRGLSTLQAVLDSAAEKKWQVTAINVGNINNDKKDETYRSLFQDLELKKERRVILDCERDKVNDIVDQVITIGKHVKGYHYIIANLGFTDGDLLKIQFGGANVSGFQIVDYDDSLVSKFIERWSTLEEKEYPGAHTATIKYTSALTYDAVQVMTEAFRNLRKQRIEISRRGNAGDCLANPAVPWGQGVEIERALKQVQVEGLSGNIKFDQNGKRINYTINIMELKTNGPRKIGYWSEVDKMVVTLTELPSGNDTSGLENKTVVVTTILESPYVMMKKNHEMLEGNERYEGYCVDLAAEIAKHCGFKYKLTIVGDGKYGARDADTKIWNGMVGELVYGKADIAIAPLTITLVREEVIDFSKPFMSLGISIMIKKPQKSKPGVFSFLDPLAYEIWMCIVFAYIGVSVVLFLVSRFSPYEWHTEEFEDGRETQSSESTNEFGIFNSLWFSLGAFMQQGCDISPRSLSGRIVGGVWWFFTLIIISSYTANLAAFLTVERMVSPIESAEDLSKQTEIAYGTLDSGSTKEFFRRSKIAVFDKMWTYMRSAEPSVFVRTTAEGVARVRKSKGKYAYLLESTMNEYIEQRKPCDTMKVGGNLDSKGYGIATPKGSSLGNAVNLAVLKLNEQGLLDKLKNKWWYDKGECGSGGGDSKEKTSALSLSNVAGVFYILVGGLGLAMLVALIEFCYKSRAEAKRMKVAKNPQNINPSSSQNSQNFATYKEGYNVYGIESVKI
AMPAR-TARP mod agonism max-min: further read-out of AMPAR-TARP mod, marked with its call; compound max-min signal; compound-alone response (agonism);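 unitless range of fluorescence divided by baseline over first 100 seconds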
AMPAR-TARP mod glutamate slope: recorded beside AMPAR-TARP mod, whose call it bears; glutamate slope, % of max; measured here: glutamate response slope, % max;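 scaled per plate between vehicle wells and maximal 1 mM glutamate control wells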
* = called active by the depositor; i = inactive; + = active, no number; & = joins results of further samples. Only part of the results is shown (hit frequency here may not be typical).

A first look, 5 compounds:
AMPAR-TARP mod,AMPAR-TARP mod glutamate slope,AMPAR-TARP mod agonism max-min,structure
i,56.2,0.0783,COc1ccccc1NC(=O)N1CCC(CNC(=O)Nc2cccc(C(F)(F)F)c2)CC1
i,42.9,0.11,COc1ccc(F)cc1S(=O)(=O)Nc1ccc(CC(=O)NCC(F)(F)F)cc1
+,66.4*,0.068*,CC(C)(C)c1ccc(S(=O)(=O)Nc2ccc3c(c2)N(C(=O)C2CC2)CC3)cc1
i,52.9,0.0637,NC(=O)c1ccc(NC(=O)c2ccc(=O)n(Cc3ccccc3F)c2)cc1
i,48.3,0.093,CCOC(=O)NCC(O)(c1ccccc1)C1CC1 (configuration not stated)

This part in full, previewed entries included:
AMPAR-TARP mod,AMPAR-TARP mod glutamate slope,AMPAR-TARP mod agonism max-min,structure
i,56.2,0.0783,COc1ccccc1NC(=O)N1CCC(CNC(=O)Nc2cccc(C(F)(F)F)c2)CC1
i,42.9,0.11,COc1ccc(F)cc1S(=O)(=O)Nc1ccc(CC(=O)NCC(F)(F)F)cc1
+,66.4*,0.068*,CC(C)(C)c1ccc(S(=O)(=O)Nc2ccc3c(c2)N(C(=O)C2CC2)CC3)cc1
i,52.9,0.0637,NC(=O)c1ccc(NC(=O)c2ccc(=O)n(Cc3ccccc3F)c2)cc1
i,48.3,0.093,CCOC(=O)NCC(O)(c1ccccc1)C1CC1 (configuration not stated)
i,66.2,0.0927,CCC(C(=O)NCC(C)(O)COC)c1ccccc1 (configuration not stated)
i,28.3,0.0706,COc1ccc(CC(=O)NCC2CCN(S(=O)(=O)C3CC3)CC2)cc1OC
i,51.8,0.0399,CCOCCCNC(=O)C(=O)Nc1c2c(nn1-c1ccc(Cl)cc1)CS(=O)(=O)C2
i,40.2,0.0702,Cc1cc(C)c2nc(NC(=O)c3cc(C)no3)sc2c1
i,55.8,0.0729,COc1ccc(CC(=O)N2CCC(CN3CCN(C)CC3C)CC2)cc1 (configuration not stated)
i,62.1,0.0968,COc1ccc(OC)c(Nc2nnc(Cc3ccccc3)c(=O)[nH]2)c1
i,43.2,0.136,O=C(NCCc1ccccc1)C(=O)NCCC(O)c1ccco1 (configuration not stated)
i,59.3,0.066,COc1ccc(S(=O)(=O)Nc2cc(-c3cn4nc(OC)ccc4n3)ccc2C)cc1
i,55.2,0.102,O=C(Nc1nc2ccccc2s1)c1ccc(=O)n(Cc2cccc([N+](=O)[O-])c2)c1
i,50.4,0.121,Cc1ccc(Cl)cc1N1CCN(C(=O)CCC2=NS(=O)(=O)c3ccccc3N2)CC1
i,60.6,0.161,COc1cn(-c2ccc(F)cc2)nc1C(=O)Nc1ccc(S(N)(=O)=O)cc1
i,52.2,0.0989,CCOc1ccc(-n2ccnc(SCc3ccc([N+](=O)[O-])cc3)c2=O)cc1
+,58.1*,0.125*,Cc1ccc(C)c(Cn2c(C3CC(=O)N(c4ccccc4)C3)nc3ccccc32)c1 (configuration not stated)
i,64.5,0.0917,CCOc1cc(/C=C2\SC(=S)N(c3ccccc3)C2=O)ccc1O
i,61.0,0.0822,O=C(NCCN1CCC(c2cccs2)CC1)C(=O)Nc1ccon1
i,88.3,0.119,N#C/C(=C\N1CCN(c2ccccc2)CC1)C(=O)NCCc1ccccc1
i,33.2,0.0531,N#Cc1ccccc1NC(=O)C(=O)NCC(c1ccc(F)cc1)N1CCOCC1 (configuration not stated)
i,57.1,0.0981,CCOc1ccc(NC(=O)C(=O)NCCC(c2ccccc2)c2ccccc2)cc1
i,48.5,0.0856,O=C(Nc1nnc(CS(=O)(=O)c2ccccc2)o1)C1CCCCC1
i,31.5,0.0449,O=C(Nc1ccc(CC(=O)N2CCCC2)cc1)c1ccco1
i,43.5,0.0713,COc1cccc(-n2nnc3c(N4CCN(C(=O)C5CCCO5)CC4)ncnc32)c1 (configuration not stated)
i,62.0,0.0674,Nc1c(C(=O)N2CCCC2)nsc1C(=O)NCc1ccccc1C(F)(F)F
i,51.1,0.0344,CCn1nnc2c(N3CCN(CC(=O)Nc4ccc(C)cc4C)CC3)ncnc21
i,55.0,0.0614,COc1cc(-c2ccc(SCC(=O)Nc3ccc(C(F)(F)F)cc3)nn2)cc(OC)c1OC
i,40.0,0.0561,O=C(CCN1C(=O)c2ccccc2S1(=O)=O)Nc1ccc(Cl)c(Cl)c1
i,60.3,0.0594,CCc1cccc2sc(N3CCN(C(=O)Nc4cccc(OC)c4OC)CC3)nc12
i,57.5,0.0754,CCOc1cc(/C=C2/SC(=S)N(c3ccc4ccccc4c3)C2=O)ccc1O
i,38.6,0.048,COc1ccc(-c2ccc(C)c(NC(=O)c3c(OC)cccc3OC)c2)nn1
i,51.9,0.0637,Cc1ccc(S(=O)(=O)N2CCc3ccc(NC(=O)C4Oc5ccccc5OC4C)cc3C2)cc1 (configuration not stated)
i,48.6,0.144,O=C(Nc1ccc(SCC(=O)N2CCOCC2)nn1)c1ccco1
i,52.4,0.127,Cc1ccc(Nc2ccc(NC(=O)COc3ccccc3)cc2)nn1
i,67.3,0.111,COc1cc(Cl)c(C)cc1NC(=O)Cn1c(=O)n(CCc2ccccc2)c(=O)c2nccnc21
i,69.2,0.0891,O=C(CCCNC(=O)c1ccc(-n2cccc2)cc1)Nc1cccc2cccnc12
i,44.6,0.111,O=C(Cc1noc2ccccc12)NCCOc1ccc2nnc(-c3ccc(F)cc3)n2n1
i,60.2,0.143,Cc1cc([N+](=O)[O-])ccc1NC(=O)C(=O)N1CCN(c2ccccc2)CC1
i,62.9,0.0896,O=C(Cn1c(=O)oc2ccccc21)Nc1cc(-c2ccco2)nn1CCO
i,51.0&103.1,0.0934&0.0342,COc1ccc(-c2coc3cc(OC(C)=O)cc(OC(C)=O)c3c2=O)cc1
i,53.8,0.0615,O=C(Cc1ccc(NC(=O)c2ccno2)cc1)NCC(F)(F)F
i,37.2,0.0785,NC(=O)CN1CCN(CC(=O)Nc2ccccc2F)CC1
i,31.9,0.051,Cn1nc(-c2ccc(NC(=O)c3ccc([N+](=O)[O-])cc3)cc2)ccc1=O
i,18.1,0.0721,COc1cc(Br)cc(/C=C/c2ccc3cccc(O)c3n2)c1OC
i,75.7,0.0698,COCCCNc1nc2c(c(=O)n(C)c(=O)n2C)n1CC(O)COc1ccc(C)c(C)c1 (configuration not stated)
i,54.5,0.116,CS(=O)(=O)c1ccc(NC(=S)N2CCN(Cc3ccc4c(c3)OCO4)CC2)cc1
i,53.9,0.0919,CC(C)(C)C(=O)NCCn1ncc2c(N3CCN(c4ncccn4)CC3)ncnc21
i,63.7,0.0801,O=C(COc1ccccc1)N1CCC(CNS(=O)(=O)Cc2cccc(F)c2)CC1

(further entries)
AMPAR-TARP mod,AMPAR-TARP mod glutamate slope,AMPAR-TARP mod agonism max-min,structure
i,64.6,0.0945,COc1ccc(F)cc1S(=O)(=O)Nc1ccc2c(c1)C(=O)N1CCCCC1CCO2 (configuration not stated)
i,45.0,0.151,CCCNC(=O)C(=O)NCCN(C)C
i,47.2,0.0789,CC(=O)c1ccc(S(=O)(=O)NCCOc2ccc(-c3cccs3)nn2)cc1
i,61.7,0.0869,Cc1nc(N2CCN(c3ccccc3)CC2)nc(NCc2ccco2)c1[N+](=O)[O-]
i,63.9,0.0605,CCOCCn1c(-c2ccccc2Cl)nc2ccccc21
i,66.9,0.074,COc1cc(COCC2CCN(C(=O)/C=C/c3ccccc3Cl)CC2)cc(OC)c1
i,59.2,0.0735,COc1ccc(C(=O)N2N=C(c3ccccc3OC)CC2c2ccc3nccnc3c2)cc1 (configuration not stated)
i,47.6,0.0938,CCN(CC)C(=O)C(=O)Nc1ccc(Cl)c(C(F)(F)F)c1
i,43.8,0.0271,O=C(COc1ccc(F)cc1)NCCc1ccsc1
i,58.6,0.0514,Cc1ccc(-c2nnc(NC(=O)CN3C(=O)CCC3=O)o2)cc1C
i,44.2,0.095,C=CCn1c(SCC(=O)Nc2ncc(Cc3ccc(F)cc3)s2)nnc1-c1ccncc1
+,54.0*,0.223*,COc1ccc(-n2nnc3c(N4CCN(C(=O)c5ccccc5SC)CC4)ncnc32)cc1
i,54.8,0.0888,O=C(Cn1c(=O)n(Cc2ccco2)c(=O)c2sc3ccccc3c21)NCc1ccccc1
i,65.7,0.104,O=C(CSc1ncccc1C(=O)O)Nc1ccc(Cl)cc1Cl
i,55.7,0.086,O=C(NCCO)C(=O)NC1CCCCC1
i,45.2,0.0836,O=C(c1cccs1)N1CCc2ccc(NS(=O)(=O)c3ccc(Cl)cc3)cc21
i,44.1,0.103,COCC(C)NC(=O)C(=O)Nc1cccc(Cl)c1C (configuration not stated)
i,51.1,0.0655,COc1ccccc1C(=O)NNC(=O)c1cccn(Cc2ccc(Cl)c(Cl)c2)c1=O
i,50.0,0.0483,Cc1ccccc1OCC(=O)Oc1ccc(Cl)cc1Br
i,55.8,0.106,Cc1cc(C)n(CC(=O)Nc2ccc3c(c2)OCCO3)c(=O)c1-c1nc(-c2ccc(Cl)cc2)no1
i,66.7,0.106,Cc1ccc(C)c(Sc2cc(N3CCC(C(=O)N4CCCCC4)CC3)ncn2)c1
i,52.2,0.106,COc1ccc(S(=O)(=O)c2cc3cc(Cl)ccc3oc2=O)cc1
i,57.5,0.106,CSc1ccc(CC(=O)Nc2nnc(-c3ccc4c(c3)OCCO4)o2)cc1
i,76.8,0.071,COc1ccc(CC(=O)Nn2cnc3c(cnn3-c3ccc(C)cc3)c2=O)cc1OC
i,53.2,0.0737,Cc1csc(NC(=O)CSc2nc(=O)n(CC3CCCO3)c3c2CCCC3)n1 (configuration not stated)
+,60.6*,0.15*,COc1cc([N+](=O)[O-])ccc1NC(=O)c1ccc(=O)n(Cc2cccc([N+](=O)[O-])c2)c1
i,66.7,0.108,O=C(COc1ccc(Cl)cc1Cl)NCCC(O)c1cccs1 (configuration not stated)
i,58.8,0.0927,Cc1nc(Nc2ccc(NC(=O)c3ccc(Br)o3)cc2)cc(-n2cccn2)n1
i,52.2,0.055,COc1ccc(NC(=O)Cn2nc(C(=O)Nc3ccc(OC)cc3)ccc2=O)cc1
i,60.6,0.0973,CCC(CO)NC(=O)C(=O)Nc1c(C(N)=O)oc2ccccc12 (configuration not stated)
i,62.0,0.118,O=S(=O)(NCC(O)c1ccc(C(F)(F)F)cc1)C1CC1 (configuration not stated)
i,65.7,0.112,COc1ccc(NC(=O)CCc2csc(NS(=O)(=O)c3ccc(C)cc3)n2)c(OC)c1
i,41.3,0.101,COC(=O)Cn1c(=O)c2c(nc3n(-c4ccccc4F)c(C)cn23)n(C)c1=O
i,45.9,0.0871,CC(C)(C)CN(C(=O)c1ccsc1)c1ccncc1
i,62.6,0.0997,COc1ccc(NC(=O)c2nnn(-c3ccc(C(C)C)cc3)c2C)cc1
i,67.1,0.109,Cc1cc(C(=O)Nc2cc(-c3ccco3)nn2CCO)c(C)o1
i,64.4,0.0472,Cc1cc(NS(=O)(=O)c2ccc3ccccc3c2)ccc1N1CCCCC1=O
i,63.9,0.0933,O=C(Cn1cnc2nc(N3CCOCC3)ncc2c1=O)Nc1cc(F)cc(F)c1
i,51.2,0.0857,CC(=O)N1CC(C(=O)Nc2ncccc2C)C1
i,52.3,0.104,Cc1nc(-c2ccc(N3CCN(C(=O)NC4CCCCC4)CC3)nc2)no1

Some of these compounds in order of number of heavy atoms, smallest number first:
AMPAR-TARP mod,AMPAR-TARP mod glutamate slope,AMPAR-TARP mod agonism max-min,structure
i,62.6,0.0997,COc1ccc(NC(=O)c2nnn(-c3ccc(C(C)C)cc3)c2C)cc1
i,41.3,0.101,COC(=O)Cn1c(=O)c2c(nc3n(-c4ccccc4F)c(C)cn23)n(C)c1=O
i,63.9,0.0933,O=C(Cn1cnc2nc(N3CCOCC3)ncc2c1=O)Nc1cc(F)cc(F)c1
i,65.7,0.112,COc1ccc(NC(=O)CCc2csc(NS(=O)(=O)c3ccc(C)cc3)n2)c(OC)c1

The list goes on.
AMPAR-TARP mod,AMPAR-TARP mod glutamate slope,AMPAR-TARP mod agonism max-min,structure
i,46.3,0.0573,Cc1ccc(S(=O)(=O)N2CCN(c3cc(C)ccc3C)CC2)cc1
i,43.2,0.0567,CS(=O)(=O)c1ccc(CC(=O)N2CCN(c3nc4ccc(F)cc4s3)CC2)cc1
i,44.0,0.0697,CN(C1CCCC1)S(=O)(=O)c1ccc(C(=O)Nc2nccs2)cc1
i,73.2,0.0577,CCc1cccc(C)c1NC(=O)c1cccc(N2C(=O)C(C)CS2(=O)=O)c1 (configuration not stated)
i,43.7,0.0755,Cc1ccc(-n2c(-c3ccccc3)cn3c4c(=O)n(CC(N)=O)c(=O)n(C)c4nc23)c(C)c1
i,61.2,0.0411,O=C(CSc1ccc(-c2ccc3ccccc3c2)nn1)Nc1ccc2c(c1)OCCO2
i,60.2,0.106,CCC(=O)NCCCn1nc(-c2ccc(C)cc2)ccc1=O
i,55.8,0.0594,COc1ccc(SCC(=O)N2CCN(c3ccccc3)CC2)cc1
i,65.4,0.13,CCn1cc(C(=O)N2CCN(Cc3nc(-c4ccc(F)cc4)cs3)CC2)c(=O)c2ccc(C)nc21
i,86.6,0.0798,O=C(CCSc1ccc(Cl)cc1)Nc1nnc(-c2ccccn2)o1
i,45.6,0.118,Cc1nc2ccc(NC(=O)CS(=O)(=O)Cc3ccccc3)cc2s1
i,67.0,0.0575,CC(C)S(=O)(=O)c1cccc(C(=O)Nc2sc3c(c2C#N)CCCCC3)c1
i,57.8,0.0839,O=C(NCC(O)c1ccsc1)C1(c2ccccc2)CCOCC1 (configuration not stated)
i,29.8,0.0224,O=S(=O)(c1ccccc1F)N1CCN(c2ccc(-c3ccccc3)nn2)CC1
i,49.9,0.0654,CN1CCN(S(=O)(=O)c2ccc(N)cc2)CC1
i,58.3,0.0983,O=C(CSCc1ccccc1)Nc1nc2c(s1)COc1ccccc1-2
i,54.4,0.0752,CCCc1cc(C(=O)OC)c(NC(=O)CC2Nc3ccccc3NC2=O)s1 (configuration not stated)

High-throughput results from PubChem.
